BRCA1 expr act: qHTS Assay to Identify Small Molecule Activators of BRCA1 Expression; MCF7-BRCA1-FFLuc reporter, luminescence, 48 h; response scale: scaled: vehicle 0%, 10 µM genistein 100%; Potency, µM (titrated, usually from 46.1 µM), for inactives: at the top dose activation, hits mostly activators; 380,000 tested, 1.1% active; AID 624202, 2012; also: nearly all actives have a fitted effect of over 80% in size; some results filed as inactive show a strong effect at the top dose
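Activators of BRCA1 expression were detected as increased firefly luciferase luminescence in engineered MCF7 cells after 48 h compound incubation. Signals were scaled to genistein 10 microM as full activation.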
RORg inh: qHTS for inhibitors of ROR gamma transcriptional activity; Potency, µM (highest dose often 53.6 µM), inactives show at the highest dose activity change, negative = inhibition, actives largely listed as inhibitors; Drosophila S2 Gal4-RORgamma UAS-luciferase reporter, 20 h; 310,000 tested, 5.4% active; Nuclear receptor ROR-gamma (Mus musculus), P51450; also: % is scaled to controls: 0 for no effect and ±100 for the full control effect; nearly all actives have a fitted effect of over 60% in size
Target sequence (P51450 whole entry, looked up, the tested form may be a part): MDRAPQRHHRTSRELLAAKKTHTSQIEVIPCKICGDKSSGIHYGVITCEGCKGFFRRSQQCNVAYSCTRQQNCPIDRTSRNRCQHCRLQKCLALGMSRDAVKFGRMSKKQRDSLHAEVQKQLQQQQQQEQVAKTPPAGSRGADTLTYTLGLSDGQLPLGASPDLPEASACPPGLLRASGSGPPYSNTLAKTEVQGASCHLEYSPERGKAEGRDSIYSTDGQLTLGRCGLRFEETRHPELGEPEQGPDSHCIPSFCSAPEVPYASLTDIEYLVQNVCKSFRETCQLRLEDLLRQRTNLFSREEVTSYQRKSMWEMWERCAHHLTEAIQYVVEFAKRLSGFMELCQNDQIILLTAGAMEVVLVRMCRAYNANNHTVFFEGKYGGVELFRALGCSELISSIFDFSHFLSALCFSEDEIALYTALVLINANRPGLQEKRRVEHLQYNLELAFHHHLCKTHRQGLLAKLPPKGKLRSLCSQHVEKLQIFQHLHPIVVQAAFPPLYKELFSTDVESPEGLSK
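A Gal4/UAS one-hybrid system in insect cells: metallothionein-promoter Gal4–ROR gamma fusion plus Photinus luciferase reporter. Copper sulfate 700 uM final, 20 hr ambient incubation, luminescent detection after 10 min with reagent.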
p53 reactivation: qHTS assay for re-activators of p53 using a Luc reporter; Potency, µM (highest dose often 92.2 µM), inactives show at the highest dose activity change, positive = activation, hits mostly activators; 320,000 tested, 0.063% active; H1299 p53-A138V BP100-luciferase reporter, luminescence, 24 h; also: % of control where 0% means no effect; nearly all actives have a fitted effect of over 45% in size
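H1299 (p53-null), stable ts p53-A138V + BP100-Luc; 1000 cells/well, Opti-MEM/10% FBS; cpd 4 pt, 1:5; 24 h, 37 deg C, 5% CO2; detection reagent 10 min RT; luminescence.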
uPA surface inh: qHTS for Inhibitors of Cell Surface uPA Generation; AID 540303, 2011; 330,000 tested, 0.31% active; cell surface uPA generation assay, qHTS; Potency, µM (top dose mostly 38.3 µM), inactives show top-dose activity change, negative = inhibition, usual class: inhibitors; active = well fitted inhibition curve with a large enough effect; inconclusive = small, poorly fitted or top-dose-only effect; inactive = no such curve, though single readings can be large or run the other way; tested in mouse RAW 264.7 cells; also: % is scaled to controls: 0 for no effect and ±100 for the full control effect; nearly all actives have a fitted effect of over 55% in size
FLuc counter: qHTS profiling assay for firefly luciferase inhibitor/activator using purifed enzyme and Km concentrations of substrates (counterscreen for miR-21 project); Potency, µM (series often up to 57.5 µM), for inactives: top-dose activity change, negative = inhibition, actives largely listed as inhibitors; 360,000 tested, 6.9% active; Luciferin 4-monooxygenase (Photinus pyralis), P08659; purified FLuc, Km substrates, luminescence inhibition; AID 588342, 2011;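 also: plate controls were vehicle for no effect and reference inhibitor for full effect; nearly all actives have a fitted effect of over 55% in size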
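Biochemical qHTS of compounds, final roughly 60 µM downward over six points, against 10 nM purified firefly luciferase using Km concentrations of substrates (10 uM D-luciferin, 10 uM ATP) in Tris acetate pH 7.5 buffer; luminescence output.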
Rab9 promoter act: qHTS Assay for Rab9 Promoter Activators; 320,000 tested, 2.8% active; Potency, µM (doses to about 9.22 µM), for inactives: top-dose activation, negative = inhibition, actives largely listed as activators; Huh7 Rab9 promoter-luciferase reporter, luminescence, 24 h; AID 485297, 2010; also: % of control where 0% means no effect; nearly all actives have a fitted effect of over 60% in size
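Huh7 cells stably carrying Rab9 promoter–luciferase reporter, plated 1500 cells/well, compound added after 2 h and incubated 24 h at 37 °C; luciferase luminescence then read after 10 min with detection reagent.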
VP16 counter: VP16 counterscreen qHTS for inhibitors of ROR gamma transcriptional activity; Drosophila S2 Gal4-VP16 UAS-luciferase, luminescence, 20 h; Potency, µM (top dose mostly 53.6 µM), without a hit: at the top dose activity, negative = inhibition, actives largely listed as inhibitors; 310,000 tested, 3.5% active;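 also: Gal4-VP16 expression switched on by copper sulfate through the metallothionein promoter; % is scaled to controls: 0 for no effect and ±100 for the full control effect; nearly all actives have a fitted effect of over 50% in size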
MBNL1 CUG block: qHTS Assay for Inhibitors of MBNL1-poly(CUG) RNA binding; AID 2675, 2010; Muscleblind-like protein 1 (Homo sapiens), Q9NR56; TR-FRET MBNL1-His/biotin-(CUG)12 binding, 665/545 ratio; Potency, µM (highest dose often 57.5 µM), for the others: at the top dose activity change, negative = inhibition, hits mostly inhibitors; 280,000 tested, 0.036% active; active = well fitted inhibition curve with a large enough effect in the signal ratio, with a control signal flat, not every such curve was filed as active; inconclusive = small, poorly fitted or top-dose-only effect, or effect the other way, or a change in a side signal; inactive = no such curve, though single readings can be large or run the other way; the % refers to the signal ratio; also: % is scaled to controls: 0 for no effect and ±100 for the full control effect
Target sequence (Q9NR56 whole entry, looked up): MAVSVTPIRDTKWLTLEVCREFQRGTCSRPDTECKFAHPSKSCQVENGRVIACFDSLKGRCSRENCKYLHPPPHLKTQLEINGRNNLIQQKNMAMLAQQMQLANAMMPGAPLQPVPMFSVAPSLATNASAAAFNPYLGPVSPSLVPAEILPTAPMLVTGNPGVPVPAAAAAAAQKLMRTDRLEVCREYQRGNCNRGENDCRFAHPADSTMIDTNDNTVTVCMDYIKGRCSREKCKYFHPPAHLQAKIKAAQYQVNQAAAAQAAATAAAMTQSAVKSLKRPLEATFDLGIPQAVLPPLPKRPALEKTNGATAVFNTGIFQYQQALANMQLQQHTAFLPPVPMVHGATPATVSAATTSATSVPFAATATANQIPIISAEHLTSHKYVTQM
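MBNL1-His + Biotin-(CUG)12, cpd titration 92 nM–58 uM; Tb anti-His Ab 0.055 ng/ul, SA-XL665 5 nM (final); 60 min RT; ratiometric 665/545 nm, Ex 340 nm; normalized to buffer and full-complex controls.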
NPC1 promoter act: qHTS Assay for NPC1 Promoter Activators; Huh7 NPC1 promoter luciferase reporter, 24 h; Potency, µM (titrated, usually from 9.22 µM), inactives show at the highest dose activation, actives largely listed as activators; 320,000 tested, 2.4% active; AID 485313, 2010;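 also: % of control where 0% means no effect; nearly all actives have a fitted effect of over 60% in size; reporter is driven by a mutant NPC1 promoter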
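NPC1 promoter–luciferase Huh7 cells; 24 h compound; luminescence.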
ELG1 genotox: qHTS screen for small molecules that induce genotoxicity in human embryonic kidney (HEK293T) cells expressing luciferase-tagged ELG1. HEK293T ELG1-luciferase reporter, luminescence, 16 h. Potency, µM (titrated, usually from 46 µM), without a hit: at the top dose activity change, positive = activation, hits mostly activators. 330,000 tested, 1.3% active; also: % of control where 0% means no effect; nearly all actives have a fitted effect of over 60% in size
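Reporter readout depends on ELG1 protein level, which increases with genetic stress. After 16 hr compound exposure at 37 °C, luciferase activity was quantified using ONE-Glo.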
An asterisk follows results filed as active; ? = inconclusive; nt = not tested or not shown; [ ] = dose if it differs, or a comment. Unless noted, calls follow the shape of the dose curve; as a rule, active = well fitted curve in the direction sought with a large enough effect; inconclusive = small, poorly fitted or top-dose-only effect, or another doubt; inactive = no such curve, though single readings can be large; an effect the other way counts as inactive or inconclusive. Potency is read from the fitted curve at half-maximal effect.

mol	BRCA1 expr act	RORg inh	p53 reactivation	uPA surface inh	FLuc counter	Rab9 promoter act	VP16 counter	MBNL1 CUG block	NPC1 promoter act	ELG1 genotox
O=S(=O)(c1ccccc1C(F)(F)F)N1CCN(CC(O)COc2ccccc2F)CC1 (stereo not given)	-4%	14%	-1%	-1%	2%	4%	-14%	-5%	0%	-2%
CSc1ccccc1-c1nnc(-c2ccccc2)o1	37%	22%	?	-11%	3.4µM*	3.2µM*	-21%	2%	20%	?
COc1ccc(N(CC(=O)Nc2c(C)n(C)n(-c3ccccc3)c2=O)S(=O)(=O)c2ccc(C)cc2)cc1OC	-25%	15%	-6%	2%	-1%	-2%	3%	0%	-2%	-8%
Fc1ccc(-[n+]2nc(Nc3ccccc3)sc2-c2ccc(OCc3ccccc3)cc2)cc1	-15%	-38%	4%	-27%	-13%	-2%	-15%	194%[activator]	-4%	0%
COc1ccc2ccccc2c1/C=N\n1c(C)cc(C)c(C(N)=O)c1=O	-42%	-11%	-6%	-19%	3%	-6%	-6%	?	-4%	3%
Fc1ccc(Nc2nc(-c3ccncc3)nc3ccccc23)cc1	-22%	26%	0%	11%	-1%	0%	?	-5%	0%	0%
O=C(CNc1cccc(S(=O)(=O)N2CCCC2)c1)Nc1ccc(C(F)(F)F)cc1	-48%	nt	-3%	-27%	2%	-12%	nt	nt	-8%	-4%
CCSc1nc(C)cc(C)c1S(=O)(=O)c1ccccc1C	-29%	?	-1%	1%	2%	0%	?	-2%	-3%	-5%
COc1ccc(NC(=O)CSc2nnc(CNC(=O)COc3ccc(Cl)cc3)o2)cc1	3%	-2%	4%	-16%	-3%	-3%	0%	0%	-5%	2%
Nc1cc(N)nc(SCC(=O)Nc2ccccc2)n1	0%	-11%	9%	-1%	4%	-1%	5%	?	-3%	3%
Cn1nc(C(=O)NCc2cccnc2)c2ccccc2c1=O	-39%	-30%	1%	nt	4%	-4%	13%	-1%	1%	5%
Cc1cc(C)c(NC(=O)COc2nncc3ccccc23)c(C)c1	0%	-9%	-12%	12%	7%	-5%	4%	4%	-2%	?
CC1(C)c2ccccc2N2CC(=O)N(CC(N)=O)C21C (stereo not given)	13%	33%	1%	5%	7%	-3%	-10%	?	-4%	-2%
CCCc1cc2c(cc1NC(=O)c1ccccc1Cl)OCO2	-24%	11%	4%	-5%	4%	-2%	0%	8%	-8%	2%
CCOC(=O)c1ccc(S(=O)(=O)N2CCN(CC(=O)NC(=O)NC3CCCCC3)CC2)cc1	-22%	?	-4%	-2%	-2%	-8%	-5%	2%	15%	2%
O=C(CSc1ccccn1)N1CCNC1=O	0%	nt	23%	-2%	nt	nt	nt	nt	nt	3%
Cc1ccc(-n2c(SCC(N)=O)nnc2-c2ccc(S(=O)(=O)N3CCCCC3)cc2)c(C)c1	-2%	-7%	-2%	-4%	-1%	-3%	9%	-1%	-1%	-2%
O=C(COC(=O)c1ccc(O)cc1O)NC12CC3CC(CC(C3)C1)C2	77%	nt	?	-26%	?	23%	nt	nt	18%	-1%
C=C1CCC2C(C)(C)[C@H](O)CC[C@@]2(C)[C@@H]1COc1cc(=O)oc2ccccc12 (stereo not given in full)	-39%	?	-4%	-13%	-1%	-5%	4%	2%	-6%	-4%
O=C(NCC(c1cccnc1)N1CCN(c2ccc(F)cc2)CC1)c1ccc2c(c1)OCO2 (stereo not given)	3%	29%	3%	1%	-4%	-3%	-2%	-4%	-2%	-15%
O=C(c1ccco1)N1CCn2c1nc1ccccc12	7.1µM*	?	28%	0%	?	?	3%	10%	?	?
Cc1ccc(S(=O)(=O)N2CCN(CC(O)c3ccccc3)CC2)cc1C (stereo not given)	0%	?	-3%	4%	-1%	0%	-3%	0%	-4%	-6%
O=C(COC(=O)c1cccnc1Cl)Nc1ccc2c(c1)OCCO2	4%	?	10%	1%	8.5µM*	-2%	3%	1%	-2%	7%
CC1CCCCN1C(=O)CCc1nnc(Cc2c[nH]c3ccccc23)o1 (stereo not given)	2%	31%	0%	7%	-2%	-1%	6%	2%	-4%	0%
CCCP(=O)(CC(=O)N(CC)CC)c1ccccc1 (stereo not given)	26%	15%	-18%	3%	1%	-3%	0%	-3%	3%	-4%
COc1ccc(CCNC(=O)C2CCN(S(C)(=O)=O)CC2)cc1	-3%	1%	-1%	-2%	2%	12%	2%	5%	16%	3%
Cn1c(=O)c(/C=C/c2ccccc2)nc2ccccc21	-12%	?	?	0%	2.7µM*	3.5µM*	13%	19%	?	?
Cc1cc(C)nc(N2CCCC(C(=O)NCCc3ccc(F)cc3)C2)n1 (stereo not given)	-9%	?	-3%	nt	1%	-8%	6%	16%	-1%	-1%
COc1cc(-c2nn3c(-c4ccco4)nnc3s2)cc(OC)c1OC	nt	0%	1%	nt	2%	-3%	0%	-10%	0%	1%
c1ccc(-c2nc(NCc3ccco3)c3oc4ccccc4c3n2)cc1	-28%	-16%	-1%	nt	-18%	1%	-1%	-12%	-8%	-2%

Record cards, from the list above:
`O=C(NCC(c1cccnc1)N1CCN(c2ccc(F)cc2)CC1)c1ccc2c(c1)OCO2` (stereo not given) reads BRCA1 expr act: 3%; RORg inh: 29%; p53 reactivation: 3%; uPA surface inh: 1%; FLuc counter: -4%; Rab9 promoter act: -3%; VP16 counter: -2%; MBNL1 CUG block: -4%; NPC1 promoter act: -2%; ELG1 genotox: -15%
`O=C(CSc1ccccn1)N1CCNC1=O` reads BRCA1 expr act: 0%; RORg inh: nt; p53 reactivation: 23%; uPA surface inh: -2%; FLuc counter: nt; Rab9 promoter act: nt; VP16 counter: nt; MBNL1 CUG block: nt; NPC1 promoter act: nt; ELG1 genotox: 3%

Carrying on.
mol	BRCA1 expr act	RORg inh	p53 reactivation	uPA surface inh	FLuc counter	Rab9 promoter act	VP16 counter	MBNL1 CUG block	NPC1 promoter act	ELG1 genotox
Cc1cc(Br)ccc1SCC(=O)OCC(=O)NC1CCCC1	45%	6%	-2%	1%	?	1%	-1%	nt	1%	0%
COc1ccc(NC(=O)CSc2nc(C)cs2)c(OC)c1	0%	1%	6%	9%	-13%	10%	6%	-4%	0%	8%
CCOc1ccccc1CN1CCN(Cc2ccc(C)o2)CC1CCO (stereo not given)	-16%	-2%	0%	-1%	2%	1%	-2%	7%	0%	-4%
CCCC(=O)Nc1ccc(C(=O)NNC(=O)c2ccco2)cc1	6%	32%	1%	nt	2%	1%	?	-7%	-1%	-1%
CSCCC(NC(=O)c1ccco1)C(=O)OCC(=O)Nc1sccc1C#N (stereo not given)	nt	-2%	5%	nt	2%	-1%	8%	-8%	-2%	0%
OCCNCCNCc1ccc(-c2ccccc2)cc1	nt	-30%	11%	nt	6%	-5%	16%	-3%	-4%	4%
Cc1cc(OCC(=O)Nc2nccs2)c2c(C)cc(=O)oc2c1	-26%	-7%	5%	-5%	-4%	-2%	-6%	-5%	1%	2%
CC(C)n1cc(CN2CCN(CCc3ccccc3)C(CCO)C2)cn1 (stereo not given)	-4%	6%	1%	2%	5%	-7%	-5%	1%	3%	0%
O=C1Nc2ccccc2C1Cc1ccc(OC(F)(F)F)cc1 (stereo not given)	1%	-15%	-3%	-10%	-1%	-3%	-2%	-8%	-2%	-2%
O=C(NCC1CC1)C1(C(F)(F)F)CC(CCc2ccccc2)CCCO1 (stereo not given)	-20%	9%	nt	5%	nt	nt	8%	nt	nt	nt
OC(COCc1ccccc1)CN1CCCC1 (stereo not given)	2%	22%	15%	2%	-2%	-7%	-2%	2%	2%	-2%
Cc1c(NC(=O)CN2C(=O)NC(CCc3ccccc3)C2=O)c(=O)n(-c2ccccc2)n1C (stereo not given)	0%	1%	-4%	3%	5%	4%	-2%	4%	1%	-9%
Clc1ccc(-c2n[nH]c3c2CCCC3)cc1	54%	?	15%	-1%	?	6%	-2%	nt	-1%	16%
Cc1c(Cl)c([N+](=O)[O-])nn1CC(=O)NC(C)c1ccccc1 (stereo not given)	2%	nt	nt	11%	-2%	0%	nt	25%	2%	-1%
CC1CCN(C(=O)CSc2nnc(Cn3c(=O)sc4ccccc43)n2C)CC1	0%	-18%	11%	-13%	3%	-2%	3%	-8%	-3%	-1%
COc1cc(N2C(=O)CC3(CCCC3)CC2=O)cc(OC)c1OC	-21%	-8%	-4%	5%	4%	-11%	1%	-5%	0%	2%
O=C(Cn1nc(C(=O)O)c2ccccc2c1=O)Nc1ccc(F)cc1F	4%	23%	1%	8%	1%	0%	-7%	13%	-2%	-1%
O=C(COc1ccc([N+](=O)[O-])cc1)Nc1cccc(C(=O)Nc2ccccc2C(=O)O)c1	-6%	5%	25%	1%	-2%	0%	-7%	-9%	1%	2%
CC(C)N1CC(C(=O)Nc2ccc(F)c(Cl)c2)CC1=O (stereo not given)	-34%	2%[1.91 µM]	nt	-26%	2%	3%	-12%	-15%	2%	0%
Cc1c(C(=O)c2ccc(F)cc2)c2ccccn2c1CCc1ccccn1	-10%	16%	1%	-4%	-3%	12%	28%	?	-4%	-6%
Cc1cccc(NC(=O)Nc2nnc(-c3ccccc3)o2)c1	-20%	-2%	8%	4%	-10%	-3%	8%	-2%	0%	3%
